Bioassay records as filed in PubChem.
BL2 CD40 inh = CD40 pathway inhibition in BL2 cells. BL2 NF-kB luciferase reporter, CD40L-induced, 4 h. inhibition, % at 10 µM. actives 0.94% (n = 83,000). AID 1053188;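 active = mean inhibition of at least 50% with a set share of replicates also reaching that level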;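 note: 0% = neutral control wells and 100% = IKK inhibitor VII at 50 µM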
* hit, by the source's call; [ ] = another dose, or the depositor's remark.

BL2 CD40 inh | structure
1.0 | O=C(c1ccco1)N1CCN(c2ncnc3scc(-c4ccccc4)c23)CC1
15.5 | CCCCN(C=O)c1c(CC)nc2ccc(C(=O)N3CCCCC3)cn12
-0.9 | O=C(CC(c1ccccc1)c1cc(Cl)ccc1O)NCCCN1CCOCC1 (stereo not given)
3.2 | O=S(=O)(c1ccc(OCC(O)CN2CCCCC2)cc1)N1CCOCC1 (stereo not given)
-35.0[25 µM] | C[C@H]1CN([C@@H](C)CO)C(=O)CCCn2cc(nn2)CO[C@@H]1CN(C)Cc1ccc(C(=O)Nc2ccccc2N)cc1
3.5 | Cc1ccccc1-c1nnn(CC(=O)N2CCN(C(=O)c3ccco3)CC2)n1
-49.1 | O=C(c1ccccc1F)N1CC[C@@H]2[C@H](CO)Nc3ccc(Br)cc3[C@@H]21
7.1 | CSc1ccccc1C(=O)NCCS(=O)(=O)N1CCN(c2ccc(F)cc2)CC1
-8.6 | CCOC(=O)Cn1cc(/C=N/N2C(=O)C3C4C=CC(C4)C3C2=O)c2ccccc21 (stereo not given)
-3.9 | CN1C(=O)c2cc(NC(=O)C3CC3)ccc2OC[C@@H]2O[C@H](CC(=O)NCc3ccccc3F)CC[C@@H]21
-2.1 | CN(Cc1ccccc1)C(=O)c1nc2ccccn2c1CNCCn1cccn1
4.6 | CCc1noc(C)c1C(=O)Nc1ccc(S(=O)(=O)N2CCCC(C)C2)cc1 (stereo not given)
-2.7 | CC12CCC(=O)N1C(C(=O)OCc1c(Cl)cccc1Cl)CS2 (stereo not given)
-13.2 | COc1ccc2cc3cc(C(=O)Nc4ccc5c(c4)OCCO5)oc3nc2c1
3.1 | O=C(COC(=O)c1cccc2ccccc12)NCC1CCCO1 (stereo not given)
-80.2 | COc1cc(OC)c(C=CC(=O)c2ccccc2O)c(OC)c1
12.5 | O=C(COC(=O)c1cc(Cl)nc(Cl)c1)NCc1ccc2c(c1)OCO2
2.3 | Cc1ccc(S(=O)(=O)N(C)C[C@@H]2OCc3ccccc3-c3ccccc3C(=O)N([C@@H](C)CO)C[C@H]2C)cc1
-5.8 | O=C(COc1ccccc1F)OCC(=O)N1CCc2ccccc21
-9.5 | COC(=O)Cn1ccnc1[N+](=O)[O-]
18.1 | CC(=O)NCCn1c(SCC#N)nc2ccccc2c1=O
4.7 | COc1ccc(/C=N/NC(=O)Cn2ccnc2C)cc1OC
1.4 | CCOc1cccc2cc(C(C)=O)oc12
5.0 | COCCCNc1nc2ccccc2[nH]c1=O
2.2[25 µM] | CCCNC(=O)N1CC2(C1)[C@H](c1ccccc1)[C@@H](CO)N2Cc1ccc(Cl)cc1
5.2 | O=C1CCCCn2cc(nn2)COC[C@@H](c2ccccc2)N1
2.6 | S=C(NCc1ccccc1)NNc1ccccc1
-3.6 | O=S1(=O)CCN2N=C(C34CC5CC(CC(C5)C3)C4)SC2=N1
-5.3 | O=C(Nc1nccs1)c1cc(S(=O)(=O)N2CCOCC2)c(Cl)cc1Cl
10.0 | CCCNC(=O)N1[C@H](CO)[C@H](c2ccccc2)[C@@H]1CNC(=O)C1CCCC1
-20.6[25 µM] | COc1cccc(-c2ccc3c(c2)[C@@H]2[C@@H](CCN2S(=O)(=O)c2ccccc2F)[C@@H](CO)N3C)c1
3.0 | CCCCSc1nnc([C@H](C)NC(=O)OC(C)(C)C)o1
1.0 | Cc1cccc(C)c1-n1nnnc1C1(Nc2ccccc2)CCCCC1
17.0 | c1nnc(-c2ccc3c(c2)OCO3)o1
-1.4[25 µM] | Cc1ccc(-c2ccccc2[C@@H]2[C@H](C#N)N(S(C)(=O)=O)[C@H]2CO)cc1
7.6[25 µM] | COCc1nc2c([nH]1)c(=O)n(C)c(=O)n2CC(C)C
-5.2[25 µM] | COc1cccc(NC(=O)N(C)C[C@@H]2OCc3ccccc3-c3ccccc3C(=O)N([C@H](C)CO)C[C@@H]2C)c1
1.2 | O=C(CCc1nnc2ccc(N3CCC4(CC3)OCCO4)nn12)NCc1ccc(F)cc1
4.1[25 µM] | O=C(C[C@@H]1CC[C@H](NS(=O)(=O)c2ccccc2F)[C@H](CO)O1)NCCCN1CCOCC1
1.0[25 µM] | C[C@@H]1CN([C@H](C)CO)S(=O)(=O)c2ccc(C#CCN(C)C)cc2O[C@H]1CN(C)C(=O)CN(C)C
-9.2[25 µM] | C/C=C/c1ccc([C@H]2[C@@H](CO)N3C(=O)CN(Cc4ccc(F)cc4)C[C@@H]23)cc1
5.2 | O=c1c2c(-c3ccccc3)csc2ncn1/N=C/c1cccc([N+](=O)[O-])c1O
1.8[25 µM] | COc1cccc(C(=O)N2C[C@H]3[C@@H](c4ccccc42)[C@H](CO)N3Cc2ccccc2F)c1
-14.6 | CCC1(C)Cc2c(sc3nc4n(c(=O)c23)CCCS4)CO1 (stereo not given)
6.6 | CN1c2ccc(-c3ccc(C#N)cc3)cc2[C@H]2[C@H](CCN2C(=O)NC2CCCC2)[C@@H]1CO
19.1 | Cc1cccc(N2CCN(Cc3nc(CC4CC4)no3)CC2)n1
2.6[25 µM] | O=C(C[C@@H]1C[C@@H]2c3cc(NC(=O)Cc4ccncc4)ccc3O[C@@H]2[C@H](CO)O1)NCCN1CCCCC1
-8.2[25 µM] | CS(=O)(=O)N1Cc2cc(C(=O)O)nc(-c3cccc(-c4ccccc4F)c3)c2[C@@H]1CCO
10.9 | N#CNc1nc(O)cc(=O)[nH]1
0.5 | CCCOc1ccc2[nH]cc(C(=O)O)c(=O)c2c1
5.8 | Cc1ccc(-n2c(SCc3ccc(C(=O)O)cc3)nnc2-c2ccncc2)cc1
0.7 | CCN1CCN(C(=O)c2nn(-c3ccc(C)cc3)c(=O)c3c2c2ccccc2n3C)CC1
-7.1 | O=C(CNc1cc(S(=O)(=O)N2CCOCC2)ccc1N1CCOCC1)Nc1cccc(C(F)(F)F)c1
1.5 | COc1ccc(C(C)=O)cc1CC1(C)C(=O)Nc2ccc(OC(F)(F)F)cc21 (stereo not given)
-1.7[25 µM] | O=C(CCN1CCCCC1)N[C@@H]1CC[C@@H](CCn2cc(-c3cccc(F)c3)nn2)O[C@H]1CO
3.5 | CC1(c2ccc3c(c2)OCCO3)NC(=O)N(CC(=O)Nc2ccccc2F)C1=O (stereo not given)
-14.6 | Cc1ccc(C(=O)NC(=S)NCCCN2CCOCC2)cc1
4.4[25 µM] | CCc1cnc(N2[C@H](C#N)[C@@H](c3ccc(C4=CCCCC4)cc3)[C@@H]2CO)s1
-16.7 | CN(C)CC(=O)N1[C@H](C#N)[C@@H](c2ccc(-c3ccccc3F)cc2)[C@H]1CO
14.8 | CCN(CC)C(=O)CN(c1cc(Cl)ccc1OC)S(C)(=O)=O

Grouped by structure: the entries above with a CF3 group.
BL2 CD40 inh | structure
-7.1 | O=C(CNc1cc(S(=O)(=O)N2CCOCC2)ccc1N1CCOCC1)Nc1cccc(C(F)(F)F)c1
1.5 | COc1ccc(C(C)=O)cc1CC1(C)C(=O)Nc2ccc(OC(F)(F)F)cc21 (stereo not given)

Exported as tab-separated lines: 5 of the compounds above.
compound	BL2 CD40 inh
COc1cccc(C(=O)N2C[C@H]3[C@@H](c4ccccc42)[C@H](CO)N3Cc2ccccc2F)c1	1.8[25 µM]
CCC1(C)Cc2c(sc3nc4n(c(=O)c23)CCCS4)CO1 (stereo not given)	-14.6
CN1c2ccc(-c3ccc(C#N)cc3)cc2[C@H]2[C@H](CCN2C(=O)NC2CCCC2)[C@@H]1CO	6.6
Cc1cccc(N2CCN(Cc3nc(CC4CC4)no3)CC2)n1	19.1
O=C(C[C@@H]1C[C@@H]2c3cc(NC(=O)Cc4ccncc4)ccc3O[C@@H]2[C@H](CO)O1)NCCN1CCCCC1	2.6[25 µM]

Continued:
BL2 CD40 inh | structure
-28.9 | Cc1cc(-c2nc3ccccc3o2)c2ccccc2n1
3.1 | O=C1NC(=O)C(Cc2c[nH]c3ccccc23)N1 (stereo not given)
-3.5 | CCOC(=O)c1[nH]c2ccc(OC)cc2c1NC(=O)CN1CCC2(CC1)OCCO2
17.4[25 µM] | O=C(Cc1ccccn1)N[C@H]1CC[C@H](CCNS(=O)(=O)c2cccc(F)c2)O[C@@H]1CO
-25.4[25 µM] | CS(=O)(=O)N1[C@H](C#N)[C@@H](c2ccc(/C=C/c3ccccc3)cc2)[C@H]1CO
-5.8 | Cc1cccc2sc(N3CCN(C(=O)C4COc5ccccc5O4)CC3)nc12 (stereo not given)
1.1[25 µM] | CNC(=O)C[C@H]1CC[C@H]2[C@@H](COC[C@H](O)CN2Cc2ccccc2F)O1
2.6 | CCn1c(O)c(N=NC(=O)CNC(=O)c2cccnc2)c2ccccc21
0.3 | O=C(CCNS(=O)(=O)c1ccc2c(c1)CCC(=O)N2)NCc1cccnc1
-2.9 | COc1cc(OC)c(C(=O)C=Cc2ccc(OC)c(OC)c2)c(OC)c1
9.1 | O=C(NCc1ccc2c(c1)OCO2)c1ccc(Cl)nc1
10.4 | O=C(O)CCCC(=O)Nc1ccc(Br)cc1
-25.0 | O=C(Nc1nc2ccc(S(=O)(=O)N3CCCC3)cc2s1)c1ccccn1
-5.9 | C[C@@H]1CN([C@H](C)CO)C(=O)c2c(c3ccccc3n2C)-c2ccccc2CO[C@H]1CN(C)C(=O)c1ccncc1
4.3 | CCCn1c(NC(=O)CN2C(=O)NC3(CCCCC3)C2=O)nc2ccccc21
6.5 | CCCC(=O)N1CC2(C)CN(C(=O)CCC)CC(CCC)(C1)C2=O
34.5[25 µM] | CC(C)[C@H]1C(=O)N[C@@H](c2cccc(Cl)c2)CC=CC[C@H](C)Oc2ccccc2C(=O)N1C (mixture of isomers)
6.3 | Nc1nc2ccccc2cc1S(=O)(=O)c1ccccc1
4.5 | CC(C)NC(=O)N(C)C[C@H]1Oc2ccc(NS(C)(=O)=O)cc2C(=O)N(C)C[C@H]1C
-6.1[25 µM] | CCCNC(=O)[C@H]1[C@H](CO)[C@H]2Cn3c(ccc(C4=CCCC4)c3=O)[C@H]2N1C(=O)c1cnccn1
9.6 | O=C(CCc1ccccc1)Nc1cc(NC(=O)CCc2ccccc2)cc(C(=O)O)c1
0.9 | COc1ccc(NC(=O)c2cc(-c3cc(F)ccc3OCC3CCCO3)n[nH]2)cc1OC (stereo not given)
1.7[25 µM] | CCc1nc(N2[C@H](CO)[C@@H](c3ccccc3-c3ccccc3F)[C@@H]2C#N)sc1C
11.8 | CC(=O)c1c(C)nc2ccc(Cl)cn12
8.9 | O=C(Nc1nccs1)c1cc(N2CCOCC2)nc2ccccc12
28.3 | C[C@@H]1CN([C@H](C)CO)C(=O)c2c(c3ccccc3n2C)-c2ccccc2CO[C@H]1CN(C)Cc1ccccc1
-1.8[25 µM] | O=C(N[C@@H]1CC[C@@H](CC(=O)N2CCOCC2)O[C@@H]1CO)c1cccc(F)c1
5.8[25 µM] | COc1cccc(-c2ccc3c(c2)O[C@@H](CN(C)C(=O)C2CCCCC2)[C@H](C)CN([C@@H](C)CO)S3(=O)=O)c1
-2.6[25 µM] | C[C@@H]1CN([C@@H](C)CO)C(=O)c2cccc(NS(=O)(=O)c3ccc(F)cc3)c2O[C@H]1CN(C)S(=O)(=O)c1cccs1
4.8 | Cc1nc(NCCCn2ccnc2)c2ccccc2n1
4.4 | O=C(C[C@@H]1C[C@H]2c3cc(NC(=O)NC4CCCC4)ccc3O[C@H]2[C@H](CO)O1)NCc1cccnc1
5.2[25 µM] | Cc1noc(C)c1S(=O)(=O)Nc1ccc2c(c1)C(=O)N([C@H](C)CO)C[C@@H](C)[C@@H](CN(C)Cc1ccc(C(=O)O)cc1)OCCCC[C@H](C)O2
15.1 | CCCCOn1c(C)c(C(C)=O)c2c3no[n+]([O-])c3ccc21
5.9 | OCC1(Cc2ccccc2)CCCN(Cc2ccc3c(c2)OCCO3)C1 (stereo not given)
2.8 | Cc1ccc(S(=O)(=O)C2(C(=O)NC3CCCC3)CC2)cc1
-76.3 | Cc1c(C(=O)OCC(C)(C)CN(C)C)oc2ccccc12
11.6 | O=C(CCn1c(=O)oc2ccccc21)n1c(=O)oc2ccccc21
9.1 | COc1ccccc1CCC(=O)OCC(=O)NC1CC1
-10.6 | CS(=O)Cc1cc(Sc2ccccc2)nc(-c2ccncc2)n1 (stereo not given)
8.1 | N#C[C@H]1[C@@H](c2ccc(C3=CCCC3)cc2)[C@@H](CO)N1C(=O)c1cccc(F)c1
11.6 | O=C(NCc1ccncc1)C1CCN(S(=O)(=O)c2ccc(Cl)c(C(F)(F)F)c2)CC1
-37.2 | O=C(CCCOc1ccccc1)Nc1ncccn1
7.0[25 µM] | C[C@H](NC(=O)C[C@H]1C[C@@H]2c3cc(NC(=O)Nc4ccc(C(F)(F)F)cc4)ccc3O[C@@H]2[C@H](CO)O1)c1ccccc1
8.6 | Cc1occc1-c1nnc(SCC(=O)N(C)c2ccccc2)n1C
10.3 | O=C(O)C1C2CCC(C2)C1C(=O)NCc1ccccn1 (stereo not given)
5.9 | CC1CCC2(CC1)NC(=O)N(CC(=O)N1CCN(S(=O)(=O)c3ccccc3)CC1)C2=O (stereo not given)
6.8 | CCCN1CCN(C(=O)c2ccc(CS(=O)c3ccc(F)cc3)o2)CC1 (stereo not given)
-6.3 | Cc1nc2ccccc2n1CC(=O)OCC(=O)NC1CC1
-3.4 | COc1ccc(NC(=O)[C@@H]2CCCN2S(=O)(=O)c2ccccc2F)cc1S(=O)(=O)N1CCCCC1
3.0 | O=C(N[C@@H](Cc1c[nH]c2ccccc12)C(=O)O)OCC1c2ccccc2-c2ccccc21
3.8 | Cn1cc(CN2CCCC(C(=O)Nc3cccc(-n4cccn4)c3)C2)cn1 (stereo not given)
13.2 | N#C[C@H]1[C@H](c2ccccc2C2=CCCCC2)[C@H](CO)N1C(=O)NC1CCCCC1
1.6 | CCOC(=O)c1c(C)[nH]c(C(=O)OCC(=O)Nc2ccc(Cl)cn2)c1C
10.2 | CC1(C)Cc2ccccc2-c2n[nH]c(=S)n21
6.0 | O=S(=O)(c1ccccc1)C1(S(=O)(=O)c2ccccc2)CCCC1

Part of the list above, with bars between the fields:
canonical_smiles | BL2 CD40 inh
Cc1c(C(=O)OCC(C)(C)CN(C)C)oc2ccccc12 | -76.3
O=C(CCn1c(=O)oc2ccccc21)n1c(=O)oc2ccccc21 | 11.6
COc1ccccc1CCC(=O)OCC(=O)NC1CC1 | 9.1

These rows are one share of the data, so the mix of outcomes need not match the whole.
